Kir21 inh: Kir2.1 (mouse) channel inhibition | P35561 | HEK293-Kir2.1, FluxOR thallium flux fluorescence; stronger effect = lower value | B-score at 10 µM | actives 0.85% (n = 310,000) | AID 1672;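 active means fluorescence ratio B-score at or below minus 3 SD of library scores, with starting-brightness B-score within 2 SD, cut at about -4.2 in these data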;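 further: channel flux triggered by added potassium and thallium sulfate stimulus; B-score of peak minus minimum fluorescence over baseline after thallium stimulus; more negative B-score means stronger Kir2.1 block with less thallium influx; some compounds called inactive have numbers as strong as hits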
KCNQ2 block: KCNQ2 channel blockers in CHO-K1 cells – cell-based, FluxOR thallium flux, B-score, primary screen (AID 2156); B-score at 10 µM; O88943; 20 min; stronger effect = lower value; actives 1.1% (n = 310,000);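 active means fluorescence ratio B-score at most minus 3 library SDs, with starting brightness B-score within 2 library SDs, cut at about -5.5 in these data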
Target sequence (O88943 whole entry, looked up): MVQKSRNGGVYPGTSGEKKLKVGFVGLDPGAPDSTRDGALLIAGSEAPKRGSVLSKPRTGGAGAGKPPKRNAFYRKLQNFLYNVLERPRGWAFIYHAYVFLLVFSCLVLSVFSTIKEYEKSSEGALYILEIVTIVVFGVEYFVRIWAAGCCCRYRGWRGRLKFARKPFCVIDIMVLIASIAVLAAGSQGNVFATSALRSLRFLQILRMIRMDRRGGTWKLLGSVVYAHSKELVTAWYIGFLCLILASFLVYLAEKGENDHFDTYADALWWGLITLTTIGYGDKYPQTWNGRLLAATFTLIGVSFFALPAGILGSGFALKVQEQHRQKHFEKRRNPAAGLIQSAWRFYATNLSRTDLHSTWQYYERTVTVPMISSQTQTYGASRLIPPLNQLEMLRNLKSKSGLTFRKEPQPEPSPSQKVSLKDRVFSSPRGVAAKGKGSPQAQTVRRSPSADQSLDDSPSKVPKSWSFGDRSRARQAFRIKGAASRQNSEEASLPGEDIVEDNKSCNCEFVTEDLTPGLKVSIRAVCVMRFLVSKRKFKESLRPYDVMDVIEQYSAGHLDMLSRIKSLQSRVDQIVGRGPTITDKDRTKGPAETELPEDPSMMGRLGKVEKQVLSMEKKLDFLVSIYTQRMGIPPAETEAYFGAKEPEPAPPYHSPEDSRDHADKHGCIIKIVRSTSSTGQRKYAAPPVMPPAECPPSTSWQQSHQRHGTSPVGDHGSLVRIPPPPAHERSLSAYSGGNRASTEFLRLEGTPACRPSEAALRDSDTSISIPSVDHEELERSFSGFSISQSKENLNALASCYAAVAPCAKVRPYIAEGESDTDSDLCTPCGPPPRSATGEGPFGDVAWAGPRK
STK33 kinase inh: blocks human STK33 kinase activity | actives 0.073% (n = 320,000) | inhibition, % at 10 µM | AID 2661 | purified STK33, MBP phosphorylation, ADP-Glo luminescence | Q9BYT3;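 active means inhibition at or above 25%, using the most active replicate where run in duplicate; inactive means inhibition below 25%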
An asterisk follows results filed as active.

`COc1ccccc1-c1c(NC(=O)c2ccco2)n(C)c2ccccc2c1=O` gave Kir21 inh 1.8, KCNQ2 block inactive and STK33 kinase inh -2.8.
Screening COc1cc2c(cc1OC)CN(C(=O)c1ccc(S(=O)(=O)N3CCCCCC3)cc1)CC2 returned Kir21 inh 0.19, KCNQ2 block inactive and STK33 kinase inh 0.5.
O=C(CCCNS(=O)(=O)c1ccccc1)NCc1ccco1 was read as Kir21 inh 0.85, KCNQ2 block inactive and STK33 kinase inh -1.7.
Screening CC(=O)NC(Cc1cccc(F)c1)C(=O)NC1CCN(c2ncccc2[N+](=O)[O-])CC1 (stereo not given) returned Kir21 inh -1.4, KCNQ2 block inactive and STK33 kinase inh -1.7.
Screening CCOC(=O)[C@@H]1[C@H]2COc3ccccc3[C@H]2N2C(=O)N(c3ccc(C)cc3)C(=O)[C@]12C returned Kir21 inh -0.38, KCNQ2 block inactive and STK33 kinase inh -0.2.
`COc1ccccc1N1CCN(C(=O)C2CCCO2)CC1` (stereo not given) gave Kir21 inh 0.45, KCNQ2 block inactive and STK33 kinase inh 1.8.
`COc1cccc(CNC(=O)Cn2cc([N+](=O)[O-])cn2)c1` gave Kir21 inh 0, KCNQ2 block inactive and STK33 kinase inh -2.5.
Screening CCCC(=O)OCCNc1cc(Sc2nccn2C)c2nonc2c1[N+](=O)[O-] returned Kir21 inh -6.3*, KCNQ2 block inactive and STK33 kinase inh -0.5.
`Cc1ccc(NC(=O)c2cc(=O)c3ccccc3o2)c(C)c1` gave Kir21 inh -0.01, KCNQ2 block inactive and STK33 kinase inh -1.1.
CCOC(=O)CSC1=C(C#N)C(c2ccc(C)s2)CC(=O)N1 (stereo not given) was read as Kir21 inh -3.1, KCNQ2 block inactive and STK33 kinase inh -0.6.
`CCOC(=O)/C(=N\Nc1ncnc2ccccc12)c1ccc(C)cc1` gave Kir21 inh 2.6, KCNQ2 block inactive and STK33 kinase inh 2.1.
For Cc1cc(C(=O)CN2C(=O)NC3(CCC(C)CC3)C2=O)c(C)n1C (stereo not given) the results were Kir21 inh 1.5, KCNQ2 block inactive and STK33 kinase inh -1.7.
CCN1CCc2c(sc(N)c2C#N)C1 was read as Kir21 inh -0.66, KCNQ2 block inactive and STK33 kinase inh -0.3.
`CCN(CC(=O)Nc1ccc(NC(C)=O)cc1)C(=O)Cc1c(Cl)cccc1Cl` gave Kir21 inh 0.87, KCNQ2 block inactive and STK33 kinase inh -0.9.
`Cc1ccc(CS(=O)(=O)CCC(=O)NCCCN2CCCC2=O)cc1` gave Kir21 inh 1.6, KCNQ2 block inactive and STK33 kinase inh -1.9.
CCOc1cccc(N(C(=O)c2ccco2)C(C(=O)NC2CCCC2)c2cccnc2)c1 (stereo not given) was read as Kir21 inh 0.03, KCNQ2 block inactive and STK33 kinase inh -0.5.
`CCOCC(=O)N1CCN(c2ccc(F)cc2)CC1` gave Kir21 inh 0.64, KCNQ2 block inactive and STK33 kinase inh 0.5.
Clc1ccc(OCc2nnc(-c3ccccc3Br)o2)c(Cl)c1 was read as Kir21 inh 0.06, KCNQ2 block inactive and STK33 kinase inh 0.3.
C=CCN(CC=C)C(=S)NC(=O)c1ccc([N+](=O)[O-])cc1 was read as Kir21 inh -0.1, KCNQ2 block inactive and STK33 kinase inh -0.3.
Screening Cc1cccc(Nc2c([N+](=O)[O-])c(=O)n(C)c3ccccc23)c1 returned Kir21 inh 0.68, KCNQ2 block inactive and STK33 kinase inh 1.2.

For convenience, 2 of the compounds above.
C=CCN(CC=C)C(=S)NC(=O)c1ccc([N+](=O)[O-])cc1 was read as Kir21 inh -0.1, KCNQ2 block inactive and STK33 kinase inh -0.3.
Screening Cc1cccc(Nc2c([N+](=O)[O-])c(=O)n(C)c3ccccc23)c1 returned Kir21 inh 0.68, KCNQ2 block inactive and STK33 kinase inh 1.2.

Next part
`Cc1oc(-c2ccc(Cl)cc2)nc1CN1CCCC(C(=O)NCc2ccccn2)C1` (stereo not given) gave Kir21 inh -1.4, KCNQ2 block inactive and STK33 kinase inh -1.5.
Screening COc1ccc2c(CC(=O)Nc3ccccc3OC)coc2c1 returned Kir21 inh -0.78, KCNQ2 block inactive and STK33 kinase inh 0.2.
`O=C(O)c1cccc(-c2ccc(/C=C3/SC(=Nc4ccccc4)N(Cc4cccnc4)C3=O)o2)c1` gave Kir21 inh 2.3, KCNQ2 block inactive and STK33 kinase inh -1.4.
For COc1cc(C(=S)N2CCOCC2)cc(OC)c1OC(=O)c1cc([N+](=O)[O-])cc([N+](=O)[O-])c1 the results were Kir21 inh -0.66, KCNQ2 block inactive and STK33 kinase inh -0.9.
Screening Cc1ccc(S(=O)(=O)N2CCN(C(=O)c3ccco3)CC2)c(C)c1 returned Kir21 inh -1.3, KCNQ2 block inactive and STK33 kinase inh -1.2.
For COc1cc(CN2CCC(C(=O)N3CCC(C)CC3)CC2)cc(Br)c1O the results were Kir21 inh 0, KCNQ2 block inactive and STK33 kinase inh -0.3.
Screening COC(=O)c1ccccc1NC(=O)c1sc(Cl)nc1C returned Kir21 inh -1.9, KCNQ2 block inactive and STK33 kinase inh 0.0.
Cc1cc(C)cc(NC(=O)COc2ccc(C(=S)N3CCOCC3)cc2)c1 was read as Kir21 inh 0.02, KCNQ2 block inactive and STK33 kinase inh -0.1.
For CC(Sc1ccccc1)C(=O)NNC(=O)c1ccncc1 (stereo not given) the results were Kir21 inh -0.27, KCNQ2 block inactive and STK33 kinase inh 0.4.
O=C(CNC(=O)c1ccccc1F)Nc1ccccc1C(F)(F)F was read as Kir21 inh -1.7, KCNQ2 block inactive and STK33 kinase inh -1.5.
`CCN1CCN(S(=O)(=O)c2ccc(Cl)c(C(=O)NCCc3ccccc3)c2)CC1` gave Kir21 inh 0.35, KCNQ2 block inactive and STK33 kinase inh -1.4.
For Cc1ccc(-c2[nH]nc3c2C(c2cccnc2)C(C#N)=C(N)O3)cc1 (stereo not given) the results were Kir21 inh 0.61, KCNQ2 block inactive and STK33 kinase inh -0.5.
`CCCN1C(=O)c2cc(C(=O)NCc3ccc(OC)cc3)ccc2C1O` (stereo not given) gave Kir21 inh -2.7, KCNQ2 block inactive and STK33 kinase inh -1.2.
For CN(CC(=O)Nc1cccc(Cl)c1)S(=O)(=O)c1ccc2[nH]c(=O)oc2c1 the results were Kir21 inh -0.29, KCNQ2 block inactive and STK33 kinase inh -1.4.
`Cc1cccc2cc(COC(=O)COc3ccccc3)c(=O)[nH]c12` gave Kir21 inh -0.71, KCNQ2 block inactive and STK33 kinase inh 2.2.
Screening CCn1c(SCC(=O)NC(=O)NCc2ccco2)nc2sc(C)c(C)c2c1=O returned Kir21 inh 0.52, KCNQ2 block inactive and STK33 kinase inh 0.7.
Screening COc1ccc(-c2cc(=O)c(C(=O)c3ccc(C)cc3)n[nH]2)cc1 returned Kir21 inh -0.97, KCNQ2 block inactive and STK33 kinase inh -1.3.
For O=C(Nc1cccc(-c2nnco2)c1)c1cccs1 the results were Kir21 inh 1.8, KCNQ2 block inactive and STK33 kinase inh 3.4.
Screening CCOC(=O)C1(CCOc2ccccc2)CCN(Cc2cnc(C)[nH]2)CC1 returned Kir21 inh -2, KCNQ2 block inactive and STK33 kinase inh -0.8.
For O=C(OCC(=O)N1CCc2ccccc21)c1nc(Cl)ccc1Cl the results were Kir21 inh 1.5, KCNQ2 block inactive and STK33 kinase inh 1.4.
`CCCC(=O)Nc1c(-c2cccs2)c(=O)c2ccccc2n1C` gave Kir21 inh 0.02, KCNQ2 block inactive and STK33 kinase inh -0.2.
`COc1cccc(N2CC(C(=O)Oc3ccc4ccccc4c3)CC2=O)c1` (stereo not given) gave Kir21 inh 1.1, KCNQ2 block inactive and STK33 kinase inh -1.6.
CC(=O)NC(CC(=O)NCC(c1ccco1)N(C)C)c1ccccc1 (stereo not given) was read as Kir21 inh 0.64, KCNQ2 block inactive and STK33 kinase inh -0.8.
Screening CCCOc1cccc(C2C(C(=O)c3ccc(C)o3)=C(O)C(=O)N2CCN2CCOCC2)c1 (stereo not given) returned Kir21 inh 0.94, KCNQ2 block inactive and STK33 kinase inh 0.2.
Oc1ccc[n+](CCCCC[n+]2cccc(O)c2)c1 was read as Kir21 inh -0.33, KCNQ2 block inactive and STK33 kinase inh 0.4.
`O=C(NCc1ccccc1F)Nc1ccc([N+](=O)[O-])cc1` gave Kir21 inh -0.02, KCNQ2 block inactive and STK33 kinase inh -1.2.
For O=C(Oc1ccc2ccccc2c1)c1ccccc1 the results were Kir21 inh -1.3, KCNQ2 block inactive and STK33 kinase inh -1.7.
`Nc1ccccc1OCCOc1ccccc1N` gave Kir21 inh -0.05, KCNQ2 block inactive and STK33 kinase inh -0.4.
Cc1ccc(S(=O)(=O)C(C#N)c2nc3ccccc3nc2N2CCN(C)CC2)cc1C (stereo not given) was read as Kir21 inh 0.04, KCNQ2 block inactive and STK33 kinase inh -1.0.
Screening c1ccc2c(c1)nc(NCCN1CCOCC1)c1nncn12 returned Kir21 inh -1.6, KCNQ2 block inactive and STK33 kinase inh 0.3.
Screening CC(O)CCC(=O)NNC1=CC(=O)CC(C)(C)C1 (stereo not given) returned Kir21 inh -0.24, KCNQ2 block inactive and STK33 kinase inh -0.4.
S=C(Sc1ccc(Cl)cc1)Sc1ccc(Cl)cc1 was read as Kir21 inh 0.08, KCNQ2 block inactive and STK33 kinase inh -0.5.
O=C(O)C1CCCCC1C(=O)Nc1ccccc1C(=O)N1CCN(c2ccc(F)cc2)CC1 (stereo not given) was read as Kir21 inh 0.07, KCNQ2 block inactive and STK33 kinase inh -1.2.
For CC1Cc2ccccc2N1CC(=O)NCc1ccccc1Cl (stereo not given) the results were Kir21 inh -2.8, KCNQ2 block inactive and STK33 kinase inh -0.6.
`O=c1[nH]c2ccccc2nc1-c1c[nH]c2ccccc12` gave Kir21 inh 0.2, KCNQ2 block inactive and STK33 kinase inh -0.3.
Screening CC1CN(C(=O)Nc2cccc(Cl)c2)C2(CCCCCC2)O1 (stereo not given) returned Kir21 inh 0.8, KCNQ2 block inactive and STK33 kinase inh 0.8.
Screening O=C(NC(=S)Nc1ccc(S(=O)(=O)Nc2ncccn2)cc1)c1cccc(Br)c1 returned Kir21 inh -1.6, KCNQ2 block inactive and STK33 kinase inh 1.2.
Screening COc1ccc(-c2nn(CCC#N)cc2C(=O)Nc2ccccn2)cc1OC returned Kir21 inh -0.49, KCNQ2 block inactive and STK33 kinase inh 0.4.
For CC(=O)Nc1cccc(N(C)C)c1 the results were Kir21 inh 0.38, KCNQ2 block inactive and STK33 kinase inh -0.2.
O=C(NCCc1ccccn1)c1ccc(OC(F)F)cc1 was read as Kir21 inh -0.29, KCNQ2 block inactive and STK33 kinase inh -0.7.

Part of the list above in order of molecular weight, smallest number first:
For CC(=O)Nc1cccc(N(C)C)c1 the results were Kir21 inh 0.38, KCNQ2 block inactive and STK33 kinase inh -0.2.
Screening CC(O)CCC(=O)NNC1=CC(=O)CC(C)(C)C1 (stereo not given) returned Kir21 inh -0.24, KCNQ2 block inactive and STK33 kinase inh -0.4.
`O=c1[nH]c2ccccc2nc1-c1c[nH]c2ccccc12` gave Kir21 inh 0.2, KCNQ2 block inactive and STK33 kinase inh -0.3.
O=C(NCCc1ccccn1)c1ccc(OC(F)F)cc1 was read as Kir21 inh -0.29, KCNQ2 block inactive and STK33 kinase inh -0.7.
Screening c1ccc2c(c1)nc(NCCN1CCOCC1)c1nncn12 returned Kir21 inh -1.6, KCNQ2 block inactive and STK33 kinase inh 0.3.
For CC1Cc2ccccc2N1CC(=O)NCc1ccccc1Cl (stereo not given) the results were Kir21 inh -2.8, KCNQ2 block inactive and STK33 kinase inh -0.6.
Screening CC1CN(C(=O)Nc2cccc(Cl)c2)C2(CCCCCC2)O1 (stereo not given) returned Kir21 inh 0.8, KCNQ2 block inactive and STK33 kinase inh 0.8.
S=C(Sc1ccc(Cl)cc1)Sc1ccc(Cl)cc1 was read as Kir21 inh 0.08, KCNQ2 block inactive and STK33 kinase inh -0.5.
Screening O=C(NC(=S)Nc1ccc(S(=O)(=O)Nc2ncccn2)cc1)c1cccc(Br)c1 returned Kir21 inh -1.6, KCNQ2 block inactive and STK33 kinase inh 1.2.

More entries follow:
For CC(=O)Nc1ccc(S(=O)(=O)NC2(C(F)(F)F)C(=O)Nc3c2c(=O)[nH]c(=O)n3Cc2ccco2)cc1 (stereo not given) the results were Kir21 inh -1.4, KCNQ2 block inactive and STK33 kinase inh -2.7.
For O=C(N/N=C/C=C/c1ccco1)/C(=C/c1ccccc1)NC(=O)c1ccccc1 the results were Kir21 inh 0.01, KCNQ2 block inactive and STK33 kinase inh -1.1.
`COc1ccc(OCc2cccc(C(=O)Nn3cc([N+](=O)[O-])cn3)c2)cc1` gave Kir21 inh 1.1, KCNQ2 block inactive and STK33 kinase inh -0.5.
Screening CCOC(=O)C(CCCOc1ccccc1)C(=O)OCC returned Kir21 inh -0.48, KCNQ2 block inactive and STK33 kinase inh -0.4.
COc1ccc2c(c1OC)C(=O)OC2 was read as Kir21 inh 1.4, KCNQ2 block inactive and STK33 kinase inh -1.3.
COc1ccc2nc(NC(=O)c3ccc(NS(=O)(=O)c4cccs4)cc3)sc2c1 was read as Kir21 inh -0.72, KCNQ2 block inactive and STK33 kinase inh 0.6.
`CC(C)(C)C(=O)Nc1ccc(-c2nnc3n2CCCCC3)cc1` gave Kir21 inh -0.55, KCNQ2 block inactive and STK33 kinase inh -0.7.
For CC1CCc2nn(CC(=O)NCc3ccc(F)cc3)cc2C1 (stereo not given) the results were Kir21 inh 0, KCNQ2 block inactive and STK33 kinase inh -0.6.
For NC(=O)c1ccsc1NC(=O)COC(=O)Cc1c[nH]c2ccccc12 the results were Kir21 inh -1.5, KCNQ2 block inactive and STK33 kinase inh 3.0.
`O=C(CSc1nnc(CNC(=O)c2ccco2)o1)Nc1cccc(C(F)(F)F)c1` gave Kir21 inh 2.1, KCNQ2 block inactive and STK33 kinase inh -1.9.

Source: PubChem BioAssay (several laboratories)
